# mIAP activ: activators of mouse IAP, primary screen, biochemical, luminescence, uHTS; 0.24% of 330,000 active; activation factor at 10 µM; intestinal alkaline phosphatase [Mus musculus]; AID 2805, 2010; muIAP, CDP-Star luminescence, 30 min; stronger effect = higher value; 1 = vehicle-only enzyme signal, 0 = enzyme-free wells;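 active = activation factor of at least 2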; note: the source names both 10 and 20 µM as test concentration; values of inactives mirror those of a sister screen read the other way
#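 System: Mouse IAP enzyme | Also added: CDP-Star substrate | Dosing: Compounds dispensed in DMSO | Schedule: 30 min enzyme-substrate-compound incubation at room temperature | Technique: Chemiluminescence readout | Control set: DMSO-only wells and no-enzyme negative control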
# NLRP3 yeast inh: NALP3 inflammasome inhibitors in reconstituted yeast, primary screen, luminescence, uHTS. inhibition, % at 10 µM. Yeast reconstituted NLRP3/ASC/caspase-1, beta-gal luminescence, 24 h. 0.39% of 330,000 active. AID 2825, 2010;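 active = inhibition of 50% or more; inactive = inhibition below 50%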;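 note: plate controls were induced DMSO wells for no effect and uninduced yeast grown without galactose for full effect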
# A3G deaminase: APOBEC3G DNA deaminase inhibitors, primary screen, biochemical, fluorescence, single-stranded DNA substrate, uHTS. DNA dC->dU-editing enzyme APOBEC-3G (Homo sapiens), Q9HC16. recombinant A3G, ssDNA deamination FAM/TAMRA fluorescence. inhibition, % at 20 µM. 0.28% of 330,000 active;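 active = inhibition of at least 40% at 20 µM, with no more than 30% in the related APOBEC3A deaminase screen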;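 note: plate controls were DMSO wells with A3G for no effect and wells lacking A3G enzyme for full effect; some compounds called inactive have numbers as strong as hits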
# Target sequence (Q9HC16 whole entry, looked up): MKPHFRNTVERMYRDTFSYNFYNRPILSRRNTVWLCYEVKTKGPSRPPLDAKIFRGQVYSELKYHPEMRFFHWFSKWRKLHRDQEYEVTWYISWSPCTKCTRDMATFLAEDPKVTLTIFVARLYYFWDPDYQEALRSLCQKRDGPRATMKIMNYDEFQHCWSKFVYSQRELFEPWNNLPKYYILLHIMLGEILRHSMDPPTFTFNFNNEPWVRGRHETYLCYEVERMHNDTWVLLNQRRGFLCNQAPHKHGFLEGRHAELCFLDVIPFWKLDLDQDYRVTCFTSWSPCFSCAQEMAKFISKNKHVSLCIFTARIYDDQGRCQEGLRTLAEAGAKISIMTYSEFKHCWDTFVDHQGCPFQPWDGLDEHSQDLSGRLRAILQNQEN
# mIAP inh: inhibitors of mouse IAP, primary screen, biochemical, luminescence, uHTS; purified mouse IAP, CDP-Star luminescence, 30 min; intestinal alkaline phosphatase [Mus musculus]; AID 2806, 2010; inhibition, % at 10 µM; 0.2% of 330,000 active;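 active = inhibition of at least 40% at 10 µM in the primary screen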;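 note: plate controls were DMSO with enzyme for no effect and no enzyme wells for full effect; values of inactives mirror those of a sister screen read the other way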
# hIAP inh: human IAP inhibitors, primary screen, biochemical, luminescence, uHTS | inhibition, % at 10 µM | AID 2544, 2010 | 0.12% of 330,000 active | purified IAP, CDP-Star luminescence, 30 min;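 active = inhibition reaching a set limit with compound at 10 µM in the primary screen, cut at about 35% in these data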;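 note: plate controls were DMSO wells with enzyme for no effect and no-enzyme buffer wells for full effect; values of inactives mirror those of a sister screen read the other way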
# beta cell repl: inducers of MIN6 beta-cell proliferation, primary screen, ATP luminescence, uHTS; MIN6 cells proliferation, ATPlite luminescence, 48 h; cells starved in 0.2% serum; 100% = growth in 10% serum; proliferation, % at 10 µM; 0.29% of 330,000 active;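 active = compounds whose signal lies at least 3.5 SD above the mean of all wells on their plate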;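 note: 0% = DMSO-treated cells in low-serum medium and 100% = 10% serum control; some compounds called inactive have numbers as strong as hits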
# APOBEC3A inh: APOBEC3A ssDNA deaminase inhibitors, primary screen, selectivity assay for APOBEC3G inhibitor project, biochemical, FAM/TAMRA oligo cleavage fluorescence; recombinant A3A, FAM/TAMRA ssDNA deamination fluorescence; inhibition, % at 20 µM; DNA dC->dU-editing enzyme APOBEC-3A (Homo sapiens), P31941; 0.41% of 330,000 active;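 active = at least 40% inhibition at 20 µM here, with at most 30% in a related deaminase screen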;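 note: plate controls were A3A with DMSO for no effect and wells lacking A3A enzyme for full effect; some results filed as inactive read as strong as hits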
# Target sequence (P31941 whole entry, looked up): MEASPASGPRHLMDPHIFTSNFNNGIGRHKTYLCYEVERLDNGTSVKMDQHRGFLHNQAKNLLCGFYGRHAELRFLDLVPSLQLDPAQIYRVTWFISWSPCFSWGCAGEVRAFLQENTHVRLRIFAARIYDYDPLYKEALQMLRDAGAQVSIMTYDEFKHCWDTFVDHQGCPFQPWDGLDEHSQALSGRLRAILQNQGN
# tim10-1 inh: growth inhibitors of tim10-1 mutant yeast, primary screen, luminescence, uHTS; S. cerevisiae tim10-1 ts strain growth, BacTiter-Glo, 24 h; inhibition, % at 20 µM; 2.2% of 330,000 active; AID 463190, 2010;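 active = inhibition of at least 40%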;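 note: mutant grown at 25 °C; 0% = DMSO wells with yeast and 100% = wells holding no yeast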
# TIM10 inh: growth inhibitors of isogenic TIM10 control yeast, primary screen, counter-screen for tim10-1 yeast inhibitor project, luminescence, uHTS. S. cerevisiae TIM10 strain growth, BacTiter-Glo luminescence, 24 h. inhibition, % at 10 µM. 1.4% of 330,000 active. AID 463195, 2010;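 active = inhibition of 40% or more at the single tested concentration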;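 note: wild-type TIM10 isogenic control strain grown at permissive 25 °C; 0% = DMSO yeast wells and 100% = minimal medium wells without yeast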
# An asterisk follows results filed as active.
molecule	APOBEC3A inh	TIM10 inh	beta cell repl	tim10-1 inh	mIAP inh	hIAP inh	mIAP activ	NLRP3 yeast inh	A3G deaminase
COCCn1nnnc1C(c1cccs1)N1CCN(c2nc3ccccc3s2)CC1 (stereo not drawn)	2.8	8.8	-3.6	24.5	7.3	16.6	0.927	1.9	56.5*
Cc1ccc(CNC(=O)/C=C/c2c(Cl)cccc2Cl)cc1	1.7	-0.1	-2.4	4.5	-17.1	-20.0	1.17	7.3	0.8
c1cc(CNC23CC4CC(CC(C4)C2)C3)ccn1	-2.4	-5.4	0.3	-15.9	2.5	-5.4	0.975	4.3	-12.8
CCOC(=O)c1c(NC(=O)CSc2nnc(CN3CCOCC3)n2C)sc2c1CCCC2	-3.7	7.7	0.2	13.3	-7.4	3.2	1.07	-15.7	-4.3
Cc1ccnc(NC(=O)C2CCCN(c3ncnc4c3nc3n4CCCCC3)C2)c1 (stereo not drawn)	-4.9	22.2	3.3	45.0*	-1.8	-5.6	1.02	5.7	-6.2
CSc1nc(NCc2ccco2)c2sc3nc(C(C)C)c4c(c3c2n1)CC(C)(C)OC4	1.9	7.0	-2.9	26.2	4.9	-5.9	0.951	-3.5	-0.1
Cc1cccc(-c2noc(Cc3ccc(Cl)cc3)n2)c1	-5.1	-8.1	1.6	-15.4	0.7	1.5	0.993	10.7	-6.8
CCN(CC)c1ccc(NC(=O)CSc2nc(C)cc(=O)[nH]2)cc1	-5.2	-14.9	2.0	7.7	2.2	23.9	0.978	16.4	-9.8
O=C(NNC(=O)c1cnccn1)c1ccc(Cl)c(Cl)c1	-1.3	12.9	-3.5	21.8	19.7	-83.4	0.803	19.2	-2.7
O=C(Nc1ccc(NC(=O)C2CC2)cc1)c1cccs1	-0.8	14.8	-2.8	-13.8	-6.7	-19.4	1.07	6.5	-6.7
NC(=O)c1ccsc1NC(=O)CCc1ccccc1	-4.7	7.3	-1.7	-0.1	-9.7	-13.9	1.1	1.2	-4.5
O=C(CN1C(=O)NC2(CCOc3ccccc32)C1=O)Nc1cccc([N+](=O)[O-])c1 (stereo not drawn)	6.6	0.8	-3.3	-6.0	12.9	0.2	0.871	8.3	-5.0
COC(=O)C1=C(C)N(Cc2ccccc2)C(=NCc2cc(OC)c(OC)c(OC)c2)N[C@H]1c1ccccc1	70.1*	7.4	-7.5	6.4	-6.0	-5.0	1.06	2.8	24.7
Clc1ccc(CNCC2CCCO2)cc1 (stereo not drawn)	-1.0	-8.4	-2.5	-2.3	5.7	-26.3	0.943	3.5	0.3
CCSc1nc(C)c(CCOc2cccc(C)c2)c(=O)[nH]1	-2.1	9.8	1.1	-5.2	7.1	-9.4	0.929	13.6	-5.2

# Quoted from the listing for reference:
molecule	APOBEC3A inh	TIM10 inh	beta cell repl	tim10-1 inh	mIAP inh	hIAP inh	mIAP activ	NLRP3 yeast inh	A3G deaminase
COC(=O)C1=C(C)N(Cc2ccccc2)C(=NCc2cc(OC)c(OC)c(OC)c2)N[C@H]1c1ccccc1	70.1*	7.4	-7.5	6.4	-6.0	-5.0	1.06	2.8	24.7
Clc1ccc(CNCC2CCCO2)cc1 (stereo not drawn)	-1.0	-8.4	-2.5	-2.3	5.7	-26.3	0.943	3.5	0.3
CCSc1nc(C)c(CCOc2cccc(C)c2)c(=O)[nH]1	-2.1	9.8	1.1	-5.2	7.1	-9.4	0.929	13.6	-5.2

# (cont.)
molecule	APOBEC3A inh	TIM10 inh	beta cell repl	tim10-1 inh	mIAP inh	hIAP inh	mIAP activ	NLRP3 yeast inh	A3G deaminase
CCOC(=O)C1CCCN(c2c(NCCc3ccc(S(N)(=O)=O)cc3)c(=O)c2=O)C1 (stereo not drawn)	4.3	12.0	-0.2	-17.6	0.6	8.4	0.994	22.3	-2.0
N#Cc1ccc(Oc2ccc(-c3cnc4ccccc4n3)cc2)cc1C#N	-3.4	-20.2	-2.3	-13.5	-2.3	11.3	1.02	-12.2	-10.8
CC(C)N(CCn1cnc2c([nH]c3ccccc32)c1=O)C(C)C	-1.8	-11.4	0.5	-4.3	-1.7	-13.5	1.02	12.3	-3.3
Cc1cccc(C)c1Nc1nnc(SCC(=O)NC(=O)c2cccn2C)s1	-0.9	21.7	0.0	8.7	12.9	4.5	0.871	-1.8	-6.1
O=C(O)CONC(=O)c1cc(OCC(F)(F)F)ccc1OCC(F)(F)F	2.6	0.2	-3.2	-2.9	-0.7	4.5	1.01	1.5	0.2
CN(Cc1ccc(Br)cc1)C(=O)CCN1C(=O)c2cccc([N+](=O)[O-])c2C1=O	2.0	12.8	-2.4	12.0	-1.2	12.5	1.01	6.8	-7.9
COc1ccccc1CNC(=O)c1ccc(CS(=O)(=O)c2ccccc2C)o1	-5.1	5.8	-2.5	21.4	-5.2	-32.8	1.05	-4.6	2.8
CCOC(=O)CSc1nc2ccccc2c(=O)n1CCN1CCOCC1	-3.2	12.9	3.2	15.4	9.6	14.4	0.904	13.5	-3.7
CN(C)S(=O)(=O)c1ccc(C(=O)OCC(=O)Nc2ccc3c(c2)OCO3)cc1	-2.1	9.1	1.8	5.1	1.2	5.9	0.988	25.2	-7.7
OC(COc1ccc(CNCc2cccnc2)cc1)CN1CCc2ccccc2C1 (stereo not drawn)	-2.4	-14.6	-1.5	-5.5	8.8	7.0	0.912	14.2	-5.5
Cc1cc(NC(=O)c2ccc(N3C(=O)CCC3=O)cc2)no1	-2.6	-11.5	-0.5	2.2	-1.4	-0.4	1.01	2.5	-10.1
COc1ccc(CCNC(=S)Nc2ccccc2C)cc1	-6.4	6.6	-4.0	31.8	-12.3	-18.3	1.12	8.5	0.1
Cc1ccc(S(=O)(=O)NCCSc2nnnn2-c2ccc(C(N)=O)cc2)cc1	-1.7	0.5	4.4	13.5	-1.6	-8.4	1.02	-5.0	-4.7
OCCN1CCN(CCSc2ccccc2)CC1	-1.3	0.5	-2.8	12.3	18.2	4.0	0.818	6.5	-5.7
CCOC(=O)c1[nH]c2ccccc2c1NC(=O)c1nonc1C	-3.7	10.8	-1.3	9.6	6.1	-6.3	0.939	14.2	-5.6
CN(C)NC(=O)C12CCC(C)(C(=O)O1)C2(C)C (stereo not drawn)	-4.5	-5.4	4.3	5.3	9.3	1.8	0.907	19.2	-12.7
C=CCn1c(SCC(=O)Nc2ccc(C(=O)OC(C)C)cc2)nnc1-c1cccs1	-2.8	4.8	0.8	15.0	1.4	-6.6	0.986	4.7	-3.7
CCCCCCOc1ccc(N2C(=O)CC(N3CCN(CCN=CC4=C(O)CC(C)(C)CC4=O)CC3)C2=O)cc1 (stereo not drawn)	-3.4	22.1	1.9	32.2	1.0	-6.8	0.99	35.7	-11.1
CC(C)CCNC(=O)[C@H](CC(C)C)NC(=O)[C@H]1O[C@@H]1C(=O)O	-0.9	4.0	-0.1	-2.8	7.0	6.0	0.93	0.2	-8.0
COc1ccc(O)c(/C=N/N=C2/C(=O)Nc3ccccc32)c1	-4.8	27.8	-3.8	19.8	6.6	4.7	0.934	14.0	1.5
Cc1cccc(-n2c(C)c(C)c3c(N)ncnc32)c1	2.0	0.4	-3.3	10.3	-4.7	-3.8	1.05	7.1	-2.9
COc1cc2c(C)nc3c(cnn3-c3ccccc3)c2cc1OC	-1.6	7.0	4.1	29.6	2.5	-12.9	0.975	19.0	-4.3
O=C(COc1ccc(Br)cc1CNC1CCCC1)Nc1ccccc1	-7.5	11.7	-6.6	17.2	-26.4	-20.9	1.26	31.2	-4.9
CS(=O)(=O)Nc1ccccc1C(=O)NCCSCc1ccccc1	-2.4	0.6	-0.9	26.5	5.0	4.9	0.95	14.2	-3.4
CC(C)CN1CCN(Cc2cccn2-c2ccc(Cl)cn2)CC1CCO (stereo not drawn)	1.4	-6.6	2.0	1.8	1.7	10.1	0.983	0.0	-14.1
O=C(Nc1c2c(nn1-c1ccc(F)cc1)CS(=O)C2)c1ccc(Br)o1 (stereo not drawn)	-0.4	25.4	-0.3	-2.2	0.0	3.6	1	5.2	-4.5
CN(C)C(=O)c1cc([N+](=O)[O-])ccc1O	-2.5	5.3	-4.4	1.2	3.7	14.7	0.963	6.7	-7.6
CS(=O)(=O)N1CCN(c2ccccc2NC(=S)NC(=O)c2cccs2)CC1	-2.1	15.3	-2.7	27.4	16.6	15.4	0.834	11.3	-6.3
Cc1cc(=O)oc2cc(NC(=O)CCCC(=O)O)ccc12	-0.5	2.5	-5.2	26.0	0.2	1.5	0.998	12.9	-6.5
Cc1cc2oc(=O)cc(CN3CCN(S(=O)(=O)c4ccc5c(c4)OCCO5)CC3)c2cc1C	-0.4	25.9	2.5	29.4	7.7	-2.9	0.923	-5.8	-6.8
COc1cccc(CCNC(=O)C2CCC(=O)N(Cc3cccc(OC)c3)C2)c1 (stereo not drawn)	-1.6	9.2	-1.3	3.7	-1.3	-12.3	1.01	6.8	1.0
O=C(COC(=O)c1cn(-c2ccccc2)nc1-c1ccccc1)c1ccc([N+](=O)[O-])cc1	2.5	16.7	0.0	27.7	11.9	-9.6	0.881	28.4	-3.3
Cc1ccc(Oc2ncccc2NC(=O)CC(CC(=O)O)c2ccccc2)c2c1CCC2 (stereo not drawn)	1.2	-1.4	-0.4	-13.8	0.8	-8.3	0.992	3.2	1.8
Nc1ccc2c(c1)C(=O)N(CCCCCC(=O)O)C2	-0.7	-6.3	1.1	7.3	-0.5	-4.6	1	15.4	-2.6
COc1ccc(NC(=O)Cc2coc3cc(C)ccc23)cc1S(=O)(=O)N1CCOCC1	-5.0	7.2	-1.5	-29.3	-8.8	7.7	1.09	19.4	-2.2
COCCSc1ccccc1C(=O)Nc1ccc(Cl)cn1	0.9	9.9	-1.9	22.9	5.3	5.3	0.947	-4.5	-2.5
CCOC(=O)N1CCN(CC(=O)Nc2cc(C)nn2-c2nc3ccccc3s2)CC1	-4.7	10.1	-3.7	5.4	-0.2	10.5	1	21.2	-5.6
COc1ncccc1C(=O)NC1CCCc2c1cnn2-c1ccc(C)c(C)c1 (stereo not drawn)	-6.5	28.5	0.1	51.8*	6.2	-7.4	0.938	-52.9	-6.0
CC(C)(CSc1nncn1/N=C/c1ccco1)NS(=O)(=O)c1ccc(Cl)cc1	5.2	-10.4	-0.6	13.8	-4.9	0.3	1.05	10.7	-4.3
O=C(COc1ccccc1)NC(=S)Nc1ccc(Br)cn1	-2.8	11.0	1.6	6.2	3.9	25.9	0.961	27.4	-2.4
Cc1ccccc1/C=C\c1nc(O)c([N+](=O)[O-])c(=O)[nH]1	-5.0	5.6	-0.8	-8.3	-1.1	8.2	1.01	16.7	-8.2

# Assay outcomes as filed in PubChem.
